# Bioassay records as filed in PubChem BioAssay.
# Pf apPOL block = Pf-apPOL DNA polymerase inhibition; Recombinant Pf-apPOL, molecular beacon fluorescence, 1.5 h; inhibition, % at 10 µM; 0.25% of 210,000 active
# mHTT-CaM PPI inh = disrupts binding of mutant huntingtin to calmodulin; AlphaScreen His-mHTT/GST-CaM binding, luminescence; 3.6% of 190,000 active; inhibition, % at 15 µM;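 also: 0% = both proteins with DMSO and 100% = one protein alone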
# The depositor's hits bear a star; i = inactive; · = no result given; & = joins results of further samples. Rule as the data show it: active = inhibition above about 50%; inactive = the rest.
# Results follow in this order: Pf apPOL block	mHTT-CaM PPI inh
Cc1ccc2c(CN3CCCCC3)cc(=O)oc2c1C
→ -10	-6
O=C(COc1ccc2c3c(c(=O)oc2c1)CCC3)c1ccccc1
→ 4	-4
COc1cc(Cl)ccc1C(=O)N1CC(C)C(c2nc(-c3ccccc3)no2)C1 (stereo not given)
→ 11	10
O=C(c1cc(F)ccc1F)N1CCC2(C1)Nc1cccnc1NC2=NCc1ccccc1 (stereo not given)
→ -1	19
CCOc1ccc(C(=O)Nc2ccccc2CC)cc1
→ 2	-8
COc1ccc(CCNC(C)=O)cc1
→ 0	-6
CC(C)(C)c1ccc(/C=N/n2c(-c3ccc(C(C)(C)C)cc3)n[nH]c2=S)cc1
→ ·	i
Cc1cc([N+](=O)[O-])cc(/C=C2\C(=O)NN(c3ccc(Br)cc3)C2=O)c1O
→ 0	12
CC(=O)c1cc(F)c(Cl)cc1Cl
→ -12	·
CCCC(=O)NC1CCN(c2nc3c(s2)c(C)nn3-c2ccc(OC)cc2)CC1
→ -4	8
O=C(CCS(=O)(=O)c1cccc2nsnc12)Nc1ccc(F)c(F)c1
→ -2	4
CN(C)S(=O)(=O)c1ccc(C(O)=C2C(=O)C(=O)N(Cc3cccnc3)C2c2ccccc2)cc1 (stereo not given)
→ -8	-3
Cc1nc2n(c(=O)c1C)CCN2Cc1cccc(C#N)c1
→ 0	-6
COc1cccc(NS(=O)(=O)c2cc([N+](=O)[O-])ccc2C)c1
→ -9	7
O=C(Cc1c[nH]c2ncccc12)NCc1ccccc1
→ -1	1
C=CCCC(=O)N1CC2(COC(C)(C)OC2)C1
→ -5	-11
COc1cc(OC)c(OC)cc1C=C1C(=O)OC(C)(c2ccccc2)OC1=O (stereo not given)
→ -3	5
CNC(=O)N1CCCC(OCc2nc(-c3cccnc3)no2)C1 (stereo not given)
→ -4	-18
COc1ccc(Cl)cc1C(=O)Nc1cc(-c2nc3ncccc3o2)ccc1C
→ 1	-3
Cn1nccc1-c1cc(C(=O)O)[nH]n1
→ ·	-1

# Other compounds
# Results follow in this order: Pf apPOL block	mHTT-CaM PPI inh
CCCOc1ccc(-c2nc3s/c(=C\c4ccccc4)c(=O)n3n2)cc1
→ 2	1
Cc1cccc(C(=O)N2CCCC(C(=O)Nc3ccc(F)c(Cl)c3)C2)c1 (stereo not given)
→ -20	31
Cc1ccc(NC(=O)COc2ccc(Br)cc2)cc1NC(=O)c1ccccc1
→ -1	5
O=S1(=O)C=C[C@@H](COCc2ccccc2)N1Cc1ccc(Br)cc1
→ 2	-12
COc1ccc(N(C2C=CS(=O)(=O)C2)S(C)(=O)=O)cc1 (stereo not given)
→ -3	-6
N#CCc1n[nH]c(=S)n1-c1ccc(Cl)c(Cl)c1
→ 4	·
CC1Cc2ccccc2C(=O)N1 (stereo not given)
→ -2	-12
O=C(Cc1ccc(Cl)cc1)N1CCC2(CC1)NC(=O)N(Cc1ccc(Cl)cc1)C2=O
→ -7	39
CN(C)c1cccc(C(=O)N2CCCN(c3cc(-c4ccc5c(c4)OCO5)[nH]n3)CC2)c1
→ 2	27
COc1ccc(C(=O)COc2ccc3c(=O)c(-c4ccccc4)coc3c2)cc1
→ -1	-5
O=C(NCCNc1cc(-n2cccn2)ncn1)c1c[nH]c2ccccc12
→ -5	5
O=C(c1cccnc1)N1CCC(n2c(-c3ccoc3)nc3cccnc32)C1 (stereo not given)
→ 2	3
COc1ccc(N2C(=O)C3CCCN3C2c2ccc(F)cc2)cc1Cl (stereo not given)
→ -9	15
COc1cc(C=Nc2ccc(N=Cc3ccc(O)c(OC)c3)c([N+](=O)[O-])c2)ccc1O
→ -6	26
CCSc1nc2ccccc2n1C(=O)c1ccc(S(=O)(=O)N2CCCCC2)cc1
→ -4	3
O=S(=O)(c1ccc(Cl)c(Cl)c1)N1CCCCC1
→ -1	-4
O=C(c1ccc(Cl)c(S(=O)(=O)N2CCCCC2)c1)N1CCN(c2ccccc2)CC1
→ 1	26
Cc1ccc(CCN2CC(C(=O)NCCCN3CCOCC3)CC2=O)cc1 (stereo not given)
→ 6	-6
Cc1[nH]c(=O)[nH]c(=O)c1CC(=O)NCCOc1ccc(F)cc1
→ 0	-7
CN1CCN(C(=O)C2CC2)c2ccccc21
→ -4	36

# The listing continues.
# Results follow in this order: Pf apPOL block	mHTT-CaM PPI inh
O=C(NC1CCCCC1)C1CC(=O)N(c2ccc(F)cc2)C1 (stereo not given)
→ -3	5
Brc1ccc(OCc2nc(-c3ccccn3)no2)cc1
→ 2	-6
Cn1cccc(C(=O)NCC2CCN(C(=O)Oc3ccccc3)CC2)c1=O
→ -18	1
COc1ccc(S(=O)(=O)NCCCc2ccccc2)cc1
→ 0	-16
CCCc1cc(C2CCCN2Cc2cc(OC)c(OC)c(OC)c2)no1 (stereo not given)
→ -10	12
Cc1cc(C)nc(SC(=O)OC(C)(C)C)n1
→ 0	·
O=C(O)c1ccccc1NC=C[N+](=O)[O-]
→ -2	·
COc1ccc(/C=c2\sc3nc(-c4ccc(Br)cc4)nn3c2=O)cc1
→ 19	6
CCC(=O)Nc1ccc(I)cc1Cl
→ -11	-5
CSCCC(C)(O)CNC(=O)C(C)(C)Oc1ccc(Cl)cc1 (stereo not given)
→ -6	-14
C=CCNC(=O)c1cnn(-c2ccccc2)c1NC(=O)c1ccccc1Br
→ -2	-4
CCn1c(=N)c(C(=O)NCc2ccccc2)cc2c(=O)n3cccc(C)c3nc21
→ -2	-1
Cc1c(Cl)cccc1NC(=O)C(=O)NCc1ccncc1
→ -3	2
CC(C)(C)N=C1Nc2ccccc2CNC12CCN(C(=O)Cc1ccccc1)C2 (stereo not given)
→ -4	25
COc1ccc(-c2cn(-c3ccc(C)c(F)c3)c(=O)[nH]2)cc1
→ -4	15
Cc1nc(Cl)c(C(=O)NC(C)C)c(C)c1Cl
→ -2	-2
CC1CCn2c(nc3cc(C(=O)NCc4cccnc4)ccc32)C1 (stereo not given)
→ 7	7
CC1C(=O)N2CCCc3cc(NC(=O)C(=O)NCC(C)(O)c4ccco4)cc1c32 (stereo not given)
→ -2	-6
Nc1ccc(C(=O)Nc2nc3cc4sc(NC(=O)c5ccc(N)cc5)nc4cc3s2)cc1
→ -3	3
CCCSC1=C(C#N)C(c2ccccc2Cl)CC(=O)N1 (stereo not given)
→ 1	-5

# Shown with each value named: entries from further up
Brc1ccc(OCc2nc(-c3ccccn3)no2)cc1
  Pf apPOL block = 2; mHTT-CaM PPI inh = -6

Cn1cccc(C(=O)NCC2CCN(C(=O)Oc3ccccc3)CC2)c1=O
  Pf apPOL block = -18; mHTT-CaM PPI inh = 1

COc1ccc(S(=O)(=O)NCCCc2ccccc2)cc1
  Pf apPOL block = 0; mHTT-CaM PPI inh = -16

CCCc1cc(C2CCCN2Cc2cc(OC)c(OC)c(OC)c2)no1 (stereo not given)
  Pf apPOL block = -10; mHTT-CaM PPI inh = 12

# Following part:
# Results follow in this order: Pf apPOL block	mHTT-CaM PPI inh
Cc1ccccc1Cn1c(=O)c(CCC(=O)NCc2cccs2)nc2ccccc21
→ -6	-1
COc1ccc(C(=O)O/N=C(\N)Cc2ccc([N+](=O)[O-])cc2)cc1OC
→ -6	i
O=C(NCc1cccc(Cl)c1)c1cc2n(n1)CCCC2
→ 0	-3
CCC/C=C/c1ccc(CN2C(CC(C)C)C(=O)N(Cc3cn(CC4CCCCC4)nn3)CCS2(=O)=O)cc1 (stereo not given)
→ 2	4
N#Cc1cccc(NC(=O)N2CCC(CCOc3ccccc3)CC2)c1
→ 4	-5
CN(CCNC(=O)c1csc2c1CCCCC2)C1CCCCC1
→ 0	4
CC(C)C(=O)Nc1cc(-c2ccccc2)nn1-c1ccccc1Cl
→ -3	-7
O=C1Nc2ccccc2S/C1=C\c1ccc(C(F)(F)F)cc1
→ 32	1
CCOc1cccc(/C=C/c2ccc3cccc(O)c3n2)c1OC
→ 1	48
COc1cccc(C(=O)N2CCc3c(c(-c4nnc(SC)n4C)nn3C)C2)c1
→ -2	1
Cc1cc(Br)cc(C)c1NC(=O)c1sc2ccccc2c1Cl
→ 0	0
COc1ccc(C=Nc2ccc(S(N)(=O)=O)cc2)cc1O
→ -3	-3
COc1ccc(C2(c3ccc(OC)cc3)C(=O)N(C)N(C)c3ccccc32)cc1
→ -5	34
O=C(O)c1cc2c([nH]c1=O)CCCC2O (stereo not given)
→ -2	-4
Cc1ccc(CC(=O)NC2CCN(c3ccccc3)C2=O)cc1 (stereo not given)
→ -3	-6
CCC(=O)N1CCc2cc(N3CC(C(=O)Nc4ccccc4C(C)C)CC3=O)ccc21 (stereo not given)
→ 2	21
COc1cc(OC)cc(C2=N/C(=C\c3ccc(N(C)C)cc3)C(=O)O2)c1
→ -5	-6
CC(C)CC(=O)N1CCN(c2nc(CN3CCC(C)CC3)cs2)CC1
→ 1	7
Cc1ccc2c(c1)N(C(=O)Nc1ccccc1C)CCO2
→ -4	-1
O=C(NCCCN1CCCC1)c1ccc2c(c1)NC(=O)C1CCCCN21 (stereo not given)
→ 5	5

# Continuation.
# Results follow in this order: Pf apPOL block	mHTT-CaM PPI inh
CC(=O)Nc1ccc(C(F)(F)F)cc1Cl
→ -2&-6	·
Cn1c2c(c3ccccc31)CN(C(=O)c1cccs1)CC2
→ 13	100*
O=C(NCc1ccc(F)cc1)NCC1(CO)CC1
→ 0	-5
CN(Cc1ccccc1)C(=O)C(C)(c1ccccc1)c1ccccc1
→ -3	-33
COc1ccc(C(=O)N2CCC3(CC2)NC(=O)N(Cc2ccc(Cl)cc2)C3=O)cc1
→ -1	1
CCN(CC)Cc1c(O)ccc2c1OC(=Cc1ccncc1)C2=O
→ -3	5
O=C(CC1(O)C(=O)Nc2ccccc21)c1ccc2c(c1)OCO2 (stereo not given)
→ -6	-10
O=S(=O)(Cc1ccccc1)NCc1ccco1
→ -1	3
Nc1nc(-c2cc3cc(Cl)cc(Cl)c3oc2=O)cs1
→ 0	-16
CCOC(=O)CCCSc1n[nH]c(=S)s1
→ -11&0	·
COc1ccc(CNC(=O)c2cn3c(n2)COCC3)cc1OC
→ -1	0
COc1ccc(NC(=O)C(NC(=O)/C=C/c2ccc3c(c2)OCO3)c2ccccc2)cc1 (stereo not given)
→ 0	15
CCOc1ccc(CNC(=O)c2cn(C3CCCC3)c(=O)c3c2c2ccccc2n3C)cc1
→ 0	2
Cc1ccc(F)c(N2CCN(C(=O)c3ccc(Br)cc3)C(C)C2=O)c1 (stereo not given)
→ -2	-3
O=C(c1ccoc1)N1CCC(OCc2nc(-c3ccncc3)no2)CC1
→ -4	0
COc1cc(Cl)c(S(=O)(=O)Nc2ccccn2)cc1Cl
→ 5	-1
CCN(CC)c1nc(N2CCOCC2)nc(C)c1[N+](=O)[O-]
→ -8	5
O=C(CC1SC(=Nc2ccccc2)NC1=O)Nc1ccccc1 (stereo not given)
→ -10	·
COc1cccc(Oc2ncnc(N)c2[N+](=O)[O-])c1
→ -1	4
CC1(C)OC(=O)C(=Cc2ccc(I)o2)C(=O)O1
→ -2	23

# Carrying on.
# Results follow in this order: Pf apPOL block	mHTT-CaM PPI inh
Cc1onc(-c2c(Cl)cccc2Cl)c1C(=O)n1cnc2ccccc21
→ 42	8
Oc1c(C=Nc2ccc(Cl)cc2)sc2ccccc12
→ -38	0
O=S(=O)(NCc1ccccc1)c1ccc(Cl)c(S(=O)(=O)NCc2ccccc2)c1
→ 0	-16
CC(C)c1cccc(N2C=C(C#N)S(=O)(=O)c3c(F)cccc32)c1
→ -1	-2
Cc1[nH]n(-c2cccc(Cl)c2)c(=O)c1C=Nc1ccc(I)cc1
→ 0	7
C#CCNC(=O)C1c2ccccc2C(=O)N(CCC)C1c1ccc2c(c1)OCO2 (stereo not given)
→ 3	5
COc1ccc(/C=C(\C#N)c2nc(-c3cccs3)cs2)cc1OC
→ -4	-40
COc1ccc(C(=O)N2c3ccc(F)cc3CCC2C)cc1 (stereo not given)
→ 1	-13
N#C/C(=C\Nc1ccc(I)cc1)c1nc(-c2ccc3c(c2)OCO3)cs1
→ -2	-6
COc1ccc(/C=C2\C=C(c3ccccc3)N(c3ccc(N(C)C)cc3)C2=O)cc1
→ 2	36
CC(=O)Nc1ccc(NC(=O)c2ccc(F)cc2)cc1
→ -3	-1
CCC(C)NC(=O)c1ccc2c(c1)nc(C)n2-c1cc(C)cc(C)c1 (stereo not given)
→ -9	23
CCC(Sc1nc2ccccc2s1)C(=O)Nc1nnc(C)s1 (stereo not given)
→ -5	4
CC(C)N1CCC2(CC1)N=C(c1ccccc1O)CC(c1ccccc1O)N2 (stereo not given)
→ -2	20
CCOC(=O)C(NCc1ccco1)(NC(=O)c1ccco1)C(F)(F)F (stereo not given)
→ 33	·
COc1cccc(C(=O)NCC2COC3(CCCCC3)O2)c1OC (stereo not given)
→ -4	-6
Cc1ccc(C)c(N2CCN(CCCNC(=O)Cn3cc4c(n3)CCCCCC4)CC2)c1
→ 0	13
COc1ccc(NC(=O)C2CCc3sc(C(=O)N4CCCC4)cc3C2)cc1F (stereo not given)
→ -9	1
CCN(CC)CCn1cccc1C=O
→ -4	1
N#Cc1cc(O)ccc1[N+](=O)[O-]
→ 13	-2

# Next part
# Results follow in this order: Pf apPOL block	mHTT-CaM PPI inh
CCC(=O)Nc1c2c(nn1C(C)(C)C)CSC2
→ -5	4
COc1cc(/C=C(\C#N)c2nn(CCO)c(N)c2C#N)ccc1OCc1ccc(C)cc1
→ -2	35
O=C(CSC1=NCCS1)Nc1ncc([N+](=O)[O-])s1
→ -1	2
CCOC(CCn1c(SCC(=O)NCCc2ccccc2)nc2ccccc2c1=O)OCC
→ -8	5
COc1ccccc1OCCNC(=O)C1CCCN(c2cnn(C)c(=O)c2)C1 (stereo not given)
→ -4	4
O=C(c1ccccn1)N1CCC(c2nc(-c3ccccc3)no2)C1 (stereo not given)
→ -4	-4
O=C(Nc1cccc(-c2nnco2)c1)c1ccc([N+](=O)[O-])o1
→ -3	·

# Pulled by compound from the list above:
# Results follow in this order: Pf apPOL block	mHTT-CaM PPI inh
COc1cc(/C=C(\C#N)c2nn(CCO)c(N)c2C#N)ccc1OCc1ccc(C)cc1
→ -2	35
CCC(=O)Nc1c2c(nn1C(C)(C)C)CSC2
→ -5	4
CCOC(CCn1c(SCC(=O)NCCc2ccccc2)nc2ccccc2c1=O)OCC
→ -8	5
O=C(c1ccccn1)N1CCC(c2nc(-c3ccccc3)no2)C1 (stereo not given)
→ -4	-4
